High-throughput results: PubChem BioAssay, National Center for Advancing Translational Sciences (NCATS)
PTHR1 agonist: PTHR1 (human) receptor agonism; Q03431; HEK293 GP2 PTHR1 cells, GloSensor cAMP luminescence, 1 h; Potency, µM (series often up to 115 µM), for inactives: at the top dose activation, hits mostly activators; 410,000 compounds, 0.075% hits; AID 743266; note: potency is the fitted concentration of half-maximal effect; nearly all actives have a fitted effect of over 55% in size; some results filed as inactive show a strong effect at the top dose; inactives centre near -15; many of its hits are not listed in these tables
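HEK-293-derived GP2 cells expressing PTHR1 and a GloSensor cAMP reporter, 3,000/well, plated overnight, given luciferin plus IBMX (each 0.5 mM as added) for 1 h at 37 °C, then compound for 1 h at 37 °C. Luminescence was read after 15 min at room temperature.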
Akt phos inh: inhibitors of Akt phosphorylation; Neuro2A IGF-stimulated pAkt S473 HTRF, 20 min; stronger effect = lower value; activity change, % for hits at 50 µM; 360,000 compounds, 0.32% hits; AID 651550; in the data active = activity change below about -80%; inconclusive = mostly about -51% to -80%; note: % is set by controls: 0 for no effect and ±100 for the full control effect
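Neuro2A cells (4,500/well, DMEM with 0.5% FBS) were treated with compound at a single 50 µM final concentration, stimulated with 6 nM IGF for 20 min at 37 °C, and lysed. Phospho-Akt Ser473 was read by HTRF as 665/615 ratio ×10^4.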
CCT modulator: modulators of cytosolic chaperonin (CCT/TRiC) activity | purified chaperonin ATPase assay, HTRF ADP detection, 30 min | activity change, % (test concentration not listed), hits read low | 360,000 compounds, 0.3% hits | AID 651819; in the data active = activity change below about -30%; note: % is set by controls: 0 for no effect and ±100 for the full control effect
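TRiC (40 or 20 nM final, by batch activity) in 30 mM Tris pH 7.4, 100 mM KCl, 5 mM MgCl2, 1 mM DTT was treated with compound at 76 uM single dose, then 10 uM ATP, 30 min at 37 °C. ADP was read by HTRF Transcreener.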
DRD3 agonist: D3 dopamine receptor (human) agonism; max activation, %; P35462; D3R DiscoveRx beta-arrestin cells, luminescence, 90 min; AID 652048; 410,000 compounds, 0.58% hits; in the data active = max activation above about 30%; note: 0% is about no effect; mostly tested at two doses, the higher about 12 µM
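Agonist-mode cell screen: cells plated at 1500/well and incubated overnight at 37 °C, then exposed to library compounds for 90 min at 37 °C. Detection reagent was added for 30–60 min at room temperature, and luminescence was read.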
MmCpn inh: inhibitors of Methanococcus maripaludis chaperonin (MmCpn). Potency, µM (titrated, usually from 76.9 µM), inactives show at the top dose activity, negative = inhibition, actives largely listed as inhibitors. 330,000 compounds, 0.031% hits. purified Mm-Cpn ATPase, ADP Transcreener TR-FRET; note: potency is the fitted concentration of half-maximal effect; % is set by controls: 0 for no effect and ±100 for the full control effect; nearly all actives have a fitted effect of over 80% in size
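Eu-cryptate anti-ADP/ADP-d2 competition gives a ratio inversely related to ADP. Enzyme at 25 nM was pre-exposed to compound for 10 min, then given 10 uM ATP for 30 min, 37°C throughout.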
DRD3 antagonist: D3 dopamine receptor (human) antagonism. 360,000 compounds, 2.5% hits. max response, negative = inhibition, %. D3R cells, DiscoveRx beta-arrestin luminescence, antagonist mode; stronger effect = lower value. P35462; in the data active = max response below about -50%; inconclusive = no clear call, values can overlap the other calls; note: % is set by controls: 0 for no effect and ±100 for the full control effect; mostly tested at two doses, the higher about 12 µM
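Cells expressing the human receptor were seeded at 1500 cells/well, incubated overnight at 37 degrees C in 5% CO2, then exposed to library compounds with dopamine controls for 90 minutes at 37 degrees C before luminescent detection.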
EPAC2 antagonist: antagonists of human EPAC2 | Q8WZA2 | EPAC2 GEF exchange of Rap1B-BODIPY-GDP, fluorescence | Potency, µM (top dose mostly 114 µM), inactives show top-dose activity, negative = inhibition, actives largely listed as inhibitors | 360,000 compounds, 0.18% hits | AID 720708; note: potency is the fitted concentration of half-maximal effect; % is set by controls: 0 for no effect and ±100 for the full control effect; nearly all actives have a fitted effect of over 45% in size; many of its hits are not listed in these tables
Target sequence (Q8WZA2 whole entry, looked up): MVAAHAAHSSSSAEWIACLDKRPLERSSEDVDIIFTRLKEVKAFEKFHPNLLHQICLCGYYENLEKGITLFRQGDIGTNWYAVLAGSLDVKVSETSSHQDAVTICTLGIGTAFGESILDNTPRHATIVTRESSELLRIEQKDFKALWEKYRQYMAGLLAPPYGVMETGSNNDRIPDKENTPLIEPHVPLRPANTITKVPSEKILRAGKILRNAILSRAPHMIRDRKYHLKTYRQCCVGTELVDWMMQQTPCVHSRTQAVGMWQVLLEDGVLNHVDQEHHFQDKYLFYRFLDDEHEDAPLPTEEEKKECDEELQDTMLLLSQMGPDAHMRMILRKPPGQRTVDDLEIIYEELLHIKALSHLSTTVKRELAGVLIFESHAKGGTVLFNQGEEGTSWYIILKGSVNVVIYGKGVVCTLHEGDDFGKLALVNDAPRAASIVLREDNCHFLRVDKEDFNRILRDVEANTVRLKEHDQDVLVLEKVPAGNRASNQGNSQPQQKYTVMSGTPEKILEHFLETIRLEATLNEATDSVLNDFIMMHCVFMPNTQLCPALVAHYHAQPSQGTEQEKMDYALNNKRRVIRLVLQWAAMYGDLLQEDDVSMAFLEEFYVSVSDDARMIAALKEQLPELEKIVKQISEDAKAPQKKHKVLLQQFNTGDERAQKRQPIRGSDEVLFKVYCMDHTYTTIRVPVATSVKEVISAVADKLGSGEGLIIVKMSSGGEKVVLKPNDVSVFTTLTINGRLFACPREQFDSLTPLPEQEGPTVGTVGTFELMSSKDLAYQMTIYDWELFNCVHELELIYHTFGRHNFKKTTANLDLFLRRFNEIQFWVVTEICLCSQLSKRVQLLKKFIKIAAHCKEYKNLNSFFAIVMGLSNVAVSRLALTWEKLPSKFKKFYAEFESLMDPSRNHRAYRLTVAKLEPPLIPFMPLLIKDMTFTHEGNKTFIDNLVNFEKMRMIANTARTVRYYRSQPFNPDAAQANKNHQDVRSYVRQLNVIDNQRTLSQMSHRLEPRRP
EPAC2 ag: EPAC2 (human) agonism; Q8WZA2; EPAC2 activation, biochemical qHTS; response scale: 100% = 6.5 mM cAMP response; Potency, µM (titrated, usually from 154 µM), for the others: at the highest dose activation, usual class: activators; 360,000 compounds, 0.079% hits; note: potency is the fitted concentration of half-maximal effect; nearly all actives have a fitted effect of over 50% in size
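EPAC2 (100 nM) mixed with Rap1B loaded with BODIPY-GDP (250 nM) plus 50 uM unlabeled GDP; compounds pinned in, 5 min RT, then read every 5 min for 30 min (ex 480, em 540 nm). Normalized to cAMP control.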
An asterisk follows results filed as active; i = inactive; ? = inconclusive; nt = not tested or not shown; [ ] = dose if it differs, or a comment. Unless noted, calls come from the whole dose curve; as a rule, active = well fitted curve in the direction sought with a large enough effect; inconclusive = small, poorly fitted or top-dose-only effect, or another doubt; inactive = no such curve, though single readings can be large; an effect the other way counts as inactive or inconclusive.

SMILES	PTHR1 agonist	Akt phos inh	CCT modulator	DRD3 agonist	MmCpn inh	DRD3 antagonist	EPAC2 antagonist	EPAC2 ag
O=C(c1ccc(CS(=O)Cc2ccc(Cl)cc2)o1)N1CCN(C2CCCCC2)CC1 (stereo not given)	i	i	-3.3	-14	nt	?	2%	6%
CN(C)S(=O)(=O)c1cccc(NC(=O)c2ccc(N3CCCC3=O)cc2)c1	-35%[inhibitor]	i	-1.0	-2	-3%	-18	4%	3%
COc1ccc(OCCN2C(=O)c3ccccc3C2=O)cc1	i	i	-1.9	-4	1%	-1	-1%	4%
O=C(COc1ccc(Cl)cc1)NC1CC1	i	i	-3.5	-4	1%	16	10%	5%
CCC1CCCCN1C(=O)Cn1c(C(=O)OC)cc2ccsc21 (stereo not given)	-2%[57.5 µM]	nt	-6.0	5	-5%	13	4%	10%
O=C(COc1ccccc1)Nc1ccc(S(=O)(=O)Nc2ncccn2)cc1	i	i	-1.2	-7	3%	-14	4%	10%
COc1ccc(N2CCN(C(=O)c3ccc(-n4nc(C)cc4C)cc3)CC2)cc1	-9%[57.5 µM]	i	-2.2	20	1%	16	1%	5%
Cc1ccc(S(=O)(=O)NCC(=O)OCCOc2cccc(Cl)c2)cc1	-7%	i	0.9	-1	3%	-7	-8%	9%
COc1ccc(C(=O)Nc2cc(OC)cc(OC)c2)cc1	-5%	i	1.5	-4	1%	-8	-5%	-6%
O=c1oc2ccccc2c(O)c1Cc1cc(Cl)c2cccnc2c1O	-7%	i	0.2	9	?	-6	-19%	4%
O=C(CCCN1C(=O)CCC1=O)Nc1ccc(Br)cc1F	i	nt	-2.9	-5	-3%	13	-1%	2%
COc1ccc2[nH]c(=O)c(CN(CCc3ccccc3)Cc3nnnn3CC3CCCO3)cc2c1 (stereo not given)	?	i	-6.5	-12	-1%	-6	-8%	-2%
CC(C)c1ccc(OCC(O)Cn2cnc3ccccc32)cc1 (stereo not given)	-27%[57.5 µM]	i	-2.7	-4	1%	4	-12%	-3%
CCOC(=O)N1CCN(CC(=O)Nc2ccccc2C(=O)Nc2ccccc2)CC1	-46%[inhibitor]	i	-4.0	0	-1%	34	-1%	4%
OC(c1ccc2c(c1)OCO2)c1ncc(-c2cccc(C(F)(F)F)c2)[nH]1 (stereo not given)	-58%[inhibitor]	i	0.4	2	nt	15	2%	5%
COc1ccc(C(=O)NC(=S)NCC2CCCO2)cc1 (stereo not given)	i	i	0.2	-1	-2%	-9	3%	-1%
CSC1=C(C#N)C(c2sccc2C)CC(=O)N1 (stereo not given)	i	i	1.1	-7	-1%	5	-30%	10%
Cc1nn(-c2ccccc2)c(C)c1NC(=O)COC(=O)c1ccc(NC(=O)CC#N)cc1	i	i	-0.7	4	nt	10	-3%	11%
CN1CCN(c2nc(-c3ccccc3)nc(-c3ccc(F)cc3)c2C#N)CC1	i	i	-0.3	-3	0%	8	6%	1%
COc1cccc(C(=O)NCC(=O)n2nc(C)cc2C)c1	-4%[57.5 µM]	i	-1.9	1	2%	-6	2%	6%
Cn1c(Cn2c(=O)sc3ccccc32)nnc1SCC(=O)N1CCCc2ccccc21	-27%	i	-0.6	3	-1%	0	8%	4%
C=CCOc1ccccc1CNCc1ccc(F)cc1	i	i	-1.6	-11	0%	-16	5%	1%
CCCCNc1ccc2oc(-c3ccc(OC)cc3)c(-c3ccc(OC)c(F)c3)c2c1	-9%	i	2.1	2	0%	12	-4%	2%
CCCCn1c(N)c(N(CCC(C)C)C(=O)CSc2nc3ccccc3s2)c(=O)[nH]c1=O	-18%	i	0.7	-2	nt	-7	30%[activator]	-18%
Cc1cc(Cl)ccc1NC(=O)C1CCN(S(C)(=O)=O)CC1	i	i	-0.1	4	0%	-6	9%	-5%
Cc1ccc(S(=O)(=O)N2CCN(C(=O)CCc3c[nH]c4ccccc34)CC2)cc1	-6%	i	0.9	4	0%	21	10%	3%
O=C(c1ccccc1)N(c1ccccc1)c1ccccc1O	-16%	i	-3.0	-11	nt	-20	9%	-2%
CCN(CC)S(=O)(=O)c1cccc(C(=O)OCC(=O)Nc2ccc3c(c2)c2ccccc2n3CC)c1	-19%	i	-2.1	6	-7%	-17	-3%	6%
CCN(CC)C(=O)[C@H]1C[C@H](CC(=O)NCCC2=CCCCC2)C(=O)N2CCc3c([nH]c4cc(CCC(=O)N(C)C)ccc34)[C@]12C	i	i	1.4	9	-1%	20	7%	5%
Cc1ccc2c(C)c(C(=O)NCc3ccc(S(N)(=O)=O)cc3)oc2c1	-16%	i	-3.3	5	-4%	7	2%	1%
Cc1c(Cl)cccc1NC(=O)CSc1ncnc2c1cnn2CCO	-16%	i	-1.2	9	-1%	9	2%	1%
O=C(NCc1ccco1)c1ccc(NS(=O)(=O)c2cccc(F)c2)cc1	i	i	-0.8	-1	0%	-11	1%	10%
Cc1ccc2nc(-c3ccc(NC(=S)NC4CC(C)(C)NC(C)(C)C4)cc3)sc2c1	-27%	i	1.7	-4	-4%	-16	1%	-5%
Cc1cc(=O)[nH]c2c1c(C)nn2C1CCCCC1	i	i	-6.5	0	1%	12	1%	3%
Cn1nc(-c2ccccc2)cc1NC(=O)Nc1ccc(C(C)(C)C)cc1	i	i	-2.5	0	1%	-6	-21%	-3%
COc1cccc(C(O)c2nc(-c3cccc(F)c3)cs2)c1 (stereo not given)	-34%[inhibitor]	i	2.7	9	nt	10	?	17%
O/N=C/c1ccc(OCc2ccccc2)c(Br)c1	-31%[inhibitor]	i	0.1	-2	0%	-23	-4%	14%
COc1cc(C(=O)NNC(=O)/C=C/c2ccco2)cc(OC)c1OC	i	i	-1.7	-1	-13%	3	6%	9%
CC1(C(=O)NS(=O)(=O)c2ccccc2Cl)CCN1C(=O)CC(c1ccccc1)c1ccccc1 (stereo not given)	-15%	i	-2.3	-2	nt	-2	15%	6%
O=C(c1cccs1)N1CCN(Cc2ccccn2)CC1	i	i	-1.8	4	-1%	7	5%	3%
Cc1c(Cl)c(C(=O)N2CCCCCC2)nn1C	-6%	i	1.5	-4	2%	-5	16%	8%
O=C(NCc1ccc(F)cc1)c1cc(C2CCCN(C(=O)c3ccc4ccccc4c3)C2)on1 (stereo not given)	-31%[inhibitor]	i	-0.4	-9	nt	-17	-5%	6%
Cc1ccc(SCc2ccc(C(=O)Nc3cc([N+](=O)[O-])ccc3C)cc2)cc1	-7%[57.5 µM]	i	-1.0	2	2%	3	0%	10%
CN1CC2(Cc3c1ccc1ccccc31)C(=O)OC(C)(C)OC2=O	-14%	i	2.3	3	-8%	14	19%	0%
CC1=NN(c2ccccc2)C(=O)/C1=C/c1cc(C)n(C2CC2)c1C	-2%	i	-3.2	2	-1%	0	-7%	-2%
CCOC(=O)c1oc2ccccc2c1NC(=O)c1cccc(OC)c1	i	i	1.4	6	-13%	37	-3%	6%
Cc1[nH]c2ccc(-c3nnc(SCC(=O)c4ccc(F)cc4)o3)cc2c1C	i	i	-4.9	-4	1%	38	-4%	6%
O=C(Nc1ncccn1)c1ccc([N+](=O)[O-])cc1	i	i	0.0	1	-1%	6	27%	3%
CCOC(=O)CNC(=O)/C=C/c1c(Cl)cccc1Cl	i	i	-3.9	-5	0%	-12	4%	3%
CNc1cncc(-c2ccc(F)cc2F)n1	-33%	i	1.6	2	nt	4	-1%	4%
Cc1ccc2[nH]cc(C(=O)CN3CCC4(CC3)OCCO4)c2c1	i	i	-0.8	-7	1%	-20	-2%	5%
COc1ccc(-c2csc(C)n2)cc1Br	-27%	i	2.1	2	2%	-11	4%	3%
Cc1cccnc1Nc1nc(-c2ccc(O)c(O)c2)cs1	-19%	i	-0.4	6	-2%	13	-11%	16%
O=C(COC(=O)Cc1ccccc1F)NNC(=O)c1ccc([N+](=O)[O-])cc1	i	i	1.5	-1	-7%	-13	3%	-3%
CCC(=O)NC(c1ccc(OC)c(OC)c1)c1cc(Cl)c2cccnc2c1O (stereo not given)	19%	i	-0.7	2	1%	-4	?	17%
Cc1onc(C(=O)NCc2ccc(F)cc2)c1[N+](=O)[O-]	i	i	-2.9	3	3%	1	3%	10%
CCN(C[C@H]1N[C@@](C)(C(=O)OC)[C@H]2C(=O)N(Cc3ccccc3)C(=O)[C@@H]12)C(=O)Nc1ccc(C)cc1	-26%	i	0.4	-37	0%	8	-7%	-4%
CCCN1C=CC(=C2C(=O)c3ccccc3C2=O)C=C1	-26%[57.5 µM]	i	-3.2	-8	0%	20	5%	-3%
OCCN(Cc1ccccc1)C(=S)Nc1ccc(Cl)cc1Cl	-36%[inhibitor]	i	1.4	-6	-5%	2	-13%	14%
Cc1cc(NC(=S)N(Cc2ccc(Cl)cc2)Cc2ccc(C(=O)O)cc2)ccc1Cl	-31%[inhibitor]	i	0.5	2	-2%	9	-28%	-1%

Carrying on.
SMILES	PTHR1 agonist	Akt phos inh	CCT modulator	DRD3 agonist	MmCpn inh	DRD3 antagonist	EPAC2 antagonist	EPAC2 ag
Cc1ccc(C(=O)N[C@H](C(=O)OCC(=O)c2ccc[nH]2)C(C)C)cc1	i	i	-1.4	-1	0%	2	2%	12%
CCOc1ccc(N(CC)S(=O)(=O)c2ccc3c(c2)n(C)c(=O)c(=O)n3C)cc1	-14%	i	-1.8	-4	0%	-25	7%	2%
Cc1nc(SCC(=O)Nc2c(C)n(C)n(-c3ccccc3)c2=O)n[nH]1	-3%	i	-8.7	0	0%	21	3%	9%
CCn1c(SCC(=O)Nc2cc(S(=O)(=O)N3CCOCC3)ccc2OC)nnc1-c1ccncc1	i	i	-1.0	1	1%	10	6%	4%
CCCc1nnc(NC(=O)C23CC4CC(CC(C4)C2)C3)s1	-16%	i	0.8	-11	1%	-11	10%	5%
COc1ccc(Cc2c(-c3cccc(Br)c3)nc3c(C)cc(Br)cn23)c(C)c1	-7%	i	0.9	-1	nt	-15	-22%	8%

Reformatted: entries from further up
Fields – PTHR1 agonist, Akt phos inh, CCT modulator, DRD3 agonist, MmCpn inh, DRD3 antagonist, EPAC2 antagonist, EPAC2 ag
COc1ccc2[nH]c(=O)c(CN(CCc3ccccc3)Cc3nnnn3CC3CCCO3)cc2c1 (stereo not given)
  ?, i, -6.5, -12, -1%, -6, -8%, -2%
CC(C)c1ccc(OCC(O)Cn2cnc3ccccc32)cc1 (stereo not given)
  -27%[57.5 µM], i, -2.7, -4, 1%, 4, -12%, -3%

Only part of the results is shown. The share of hits here may be higher or lower than overall.
